Screening data from PubChem BioAssay.
Growth percent in the NCI-60 one-dose screen (48 h, 10 µM unless noted): 100 = growth as untreated, 0 = no growth, -100 = all killed.
SK-MEL-5: SK-MEL-5 melanoma | AID 1794755 | 80,000 tested, 6.4% active
M14: M14 melanoma. 80,000 tested, 6.2% active
A549/ATCC: A549/ATCC NSCLC; AID 1794740; 81,000 tested, 3.7% active
CCRF-CEM: CCRF-CEM leukemia | AID 1794778 | 77,000 tested, 7% active
EKVX: EKVX NSCLC; 71,000 tested, 3% active
LOX IMVI: LOX IMVI melanoma. 79,000 tested, 7.4% active. AID 1794757
HOP-62: HOP-62 NSCLC; 80,000 tested, 3.9% active; AID 1794735
HOP-92: HOP-92 NSCLC cells; 71,000 tested, 6.3% active
Active calls of the source: *. Rule for the calls: active = growth percent below 10; inactive = the rest.

For Nc1nc(-c2ccccc2)cc(-c2cc(-c3ccccc3)nc(N)n2)n1 the results were SK-MEL-5 105, M14 111, A549/ATCC 113, CCRF-CEM 104, EKVX 102, LOX IMVI 100, HOP-62 120 and HOP-92 105.
For CN1CCN(C(c2ccccc2)c2ccc(Cl)cc2)CC1 (stereo not drawn) the results were SK-MEL-5 82, M14 90, CCRF-CEM 101, EKVX 85, LOX IMVI 87, HOP-62 85 and HOP-92 78.
For CN(C)C1CCCC/C=C\C(=O)NC1 (stereo not drawn) the results were SK-MEL-5 103, M14 115, A549/ATCC 107, CCRF-CEM 97, EKVX 111, LOX IMVI 108, HOP-62 100 and HOP-92 123.
`Cc1ccc(-c2cc(-c3ccccc3Br)[nH]c(=O)c2C#N)s1` gave SK-MEL-5 101, M14 111, A549/ATCC 94, CCRF-CEM 97, EKVX 100, LOX IMVI 96 and HOP-62 96.
For O=C(CN1CCN(c2cc3c(cc2F)c(=O)c(C(=O)O)cn3C2CC2)CC1)N/N=C/c1cccs1 the results were SK-MEL-5 94, M14 98, A549/ATCC 92, CCRF-CEM 100, EKVX 106, LOX IMVI 72, HOP-62 95 and HOP-92 90.
CCCN(CCC)C1N=C(C)Nc2c1sc(=O)n2-c1ccc(OC)cc1OC (stereo not drawn) was read as SK-MEL-5 81, M14 94, A549/ATCC 87, CCRF-CEM 102, EKVX 86, LOX IMVI 106, HOP-62 85 and HOP-92 70.
For O=C(O)CNCc1ccccc1 the results were SK-MEL-5 102, M14 99, A549/ATCC 104, CCRF-CEM 105, EKVX 103, LOX IMVI 95, HOP-62 101 and HOP-92 99.
Screening COc1ccc(/C=C/C(C)=N/OCC(=O)O)cc1 returned SK-MEL-5 101, M14 100, A549/ATCC 102, CCRF-CEM 96, LOX IMVI 97 and HOP-62 105.
CCOC(=O)/C=C/c1sc(-c2ccc(F)cc2)cc1N was read as SK-MEL-5 95, M14 93, A549/ATCC 82, CCRF-CEM 98, EKVX 54, LOX IMVI 84, HOP-62 90 and HOP-92 74.
`COc1cc(C2c3cccn3-c3ccccc3N2C(C)N2CCCC2=O)cc(OC)c1OC` (stereo not drawn) gave SK-MEL-5 97, M14 107, A549/ATCC 128, CCRF-CEM 90, EKVX 88, LOX IMVI 103 and HOP-62 107.
`Cn1ccnc1C(=O)/C=C/c1ccc(NC(=O)c2ccc(F)cc2)cc1` gave SK-MEL-5 68, A549/ATCC 35, CCRF-CEM 7.1*, EKVX 42, LOX IMVI 6.4*, HOP-62 64 and HOP-92 47.
Screening O=C(O)c1cn(C2CC2)c2cc(N3CCN(C(=O)CCCN4C(=O)S/C(=C/c5ccc(F)cc5)C4=O)CC3)c(F)cc2c1=O returned SK-MEL-5 94, M14 95, A549/ATCC 90, CCRF-CEM 96, EKVX 103, LOX IMVI 49, HOP-62 97 and HOP-92 94.
Screening CN1CCN(C(=O)[C@]2(C)CC[C@]3(C)CC[C@]4(C)C(=CC[C@@H]5[C@@]6(C)C/C(=C/c7ccco7)C(=O)C(C)(C)[C@@H]6CC[C@]54C)[C@@H]3C2)CC1 returned SK-MEL-5 71, M14 91, A549/ATCC 82, CCRF-CEM 71, EKVX 87, LOX IMVI 79, HOP-62 92 and HOP-92 54.
C=C1C(=O)O[C@H]2[C@H]1CC/C(Cn1cc(CNC(=O)c3cc4ccccc4[nH]3)nn1)=C\CC[C@@]1(C)O[C@@H]21 was read as SK-MEL-5 64, M14 58, A549/ATCC 93, CCRF-CEM -19*, EKVX 87, LOX IMVI -24*, HOP-62 101 and HOP-92 32.
For CC[n+]1cccc(C(N)=O)c1 the results were SK-MEL-5 101, M14 107, A549/ATCC 93, CCRF-CEM 100, EKVX 95, LOX IMVI 94, HOP-62 100 and HOP-92 84.
For Nc1nc2ncnc3ncn1c32 the results were SK-MEL-5 93, M14 64, A549/ATCC 100, CCRF-CEM 78, LOX IMVI 59, HOP-62 86 and HOP-92 50.
c1ccc(-c2cc(-c3ccccc3)on2)cc1 was read as SK-MEL-5 90, M14 97, A549/ATCC 103, CCRF-CEM 98, EKVX 83, LOX IMVI 91, HOP-62 98 and HOP-92 73.
CCCCCCCSc1nnc(-c2c(C)nc3ccc(C)cn23)o1 was read as SK-MEL-5 98, M14 99, A549/ATCC 96, CCRF-CEM 103, EKVX 88, LOX IMVI 95, HOP-62 94 and HOP-92 87.
O=C1CSC(=S)N1/N=C/c1cccc(OCc2ccccc2)c1 was read as SK-MEL-5 87, M14 114, A549/ATCC 105, CCRF-CEM 102, EKVX 102, LOX IMVI 102, HOP-62 97 and HOP-92 121.
CC1Cc2c(nc[nH]c2=O)N(C)c2ccccc21 (stereo not drawn) was read as SK-MEL-5 102, M14 94, A549/ATCC 96, CCRF-CEM 103, EKVX 89, LOX IMVI 102, HOP-62 85 and HOP-92 80.
`CN(C)Cc1c(-c2ccccc2)oc(-c2ccccc2)c1Cl` gave SK-MEL-5 99, M14 109, A549/ATCC 104, CCRF-CEM 29, EKVX 107, LOX IMVI 94 and HOP-62 102.
Screening Cc1cnc(C)c2ccccc12 returned SK-MEL-5 112, M14 107, A549/ATCC 106, CCRF-CEM 113, EKVX 109, LOX IMVI 96, HOP-62 105 and HOP-92 94.
C/C(=C\C(=N\N=C(N)N)c1ccc(Cl)cc1)c1ccc(Cl)cc1 was read as SK-MEL-5 -99*, M14 -80*, A549/ATCC -81*, CCRF-CEM -22*, EKVX -28*, LOX IMVI -59*, HOP-62 -86* and HOP-92 -77*.
CC(=O)c1sc(-c2cccc(C)c2)cc1N was read as SK-MEL-5 101, A549/ATCC 82, CCRF-CEM 90, EKVX 65, LOX IMVI 102, HOP-62 90 and HOP-92 99.
COc1ccc(C(=O)Nc2ccccc2[N+](=O)[O-])cc1 was read as SK-MEL-5 101, M14 110, A549/ATCC 93, CCRF-CEM 101, EKVX 89, LOX IMVI 98, HOP-62 88 and HOP-92 107.
Screening Cc1ccc(C(=O)N2CCN(C)CC2)cc1C#Cc1cnc2cccnn12 returned SK-MEL-5 99, M14 110, A549/ATCC 82, CCRF-CEM 108, EKVX 111, LOX IMVI 96, HOP-62 106 and HOP-92 91.
`Oc1c(CN2CCCC2)cc(CSCc2ccccc2)c2cccnc12` gave SK-MEL-5 -26*, M14 -3.2*, A549/ATCC 9.3*, CCRF-CEM -15*, EKVX 37, LOX IMVI 2.2*, HOP-62 4.8* and HOP-92 15.
Screening Cc1c(C(=O)Nc2ccc(C(=O)N3CCOCC3)cc2)nnn1-c1ccccc1 returned SK-MEL-5 99, M14 103, A549/ATCC 103, CCRF-CEM 104, EKVX 108, LOX IMVI 101, HOP-62 106 and HOP-92 113.
For FC(F)Oc1ccc(C(Nc2ccc(Cl)cc2)c2nnnn2C2CCCCC2)cc1OC1CC1 (stereo not drawn) the results were SK-MEL-5 92, M14 94, A549/ATCC 77, CCRF-CEM 98, EKVX 73, LOX IMVI 92, HOP-62 75 and HOP-92 92.
Screening NC(=O)C(=O)N/N=C/c1ccc([N+](=O)[O-])o1 returned SK-MEL-5 101, M14 99, A549/ATCC 114, CCRF-CEM 75, EKVX 113, LOX IMVI 62, HOP-62 114 and HOP-92 110.
`Cn1cc(Br)c2c3c(ccc21)[C@@H]1C=C[C@H]3O1` gave SK-MEL-5 126, M14 112, A549/ATCC 107, CCRF-CEM 90, EKVX 115, LOX IMVI 97, HOP-62 128 and HOP-92 101.
`CC1(C)CC[C@]2(C(=O)O)CC[C@]3(C)C(=CCC4[C@@]5(C)C[C@@H](O)[C@@H]6OC(c7ccccc7Br)OC[C@@]6(C)C5CC[C@]43C)C2C1` (stereo partly drawn) gave SK-MEL-5 7.0*, M14 32, A549/ATCC 17, CCRF-CEM 13, EKVX 18, LOX IMVI 13, HOP-62 30 and HOP-92 -1.5*.
For CC1=CCC(C(C)(C)O)CC1O (stereo not drawn) the results were SK-MEL-5 99, M14 97, A549/ATCC 94, CCRF-CEM 99, EKVX 102, LOX IMVI 97 and HOP-62 99.
For C=C(C)[C@@H]1CC[C@]2(C(=O)n3ccnc3)CC[C@]3(C)[C@H](CC[C@@H]4[C@@]5(C)CCC(=O)NC(C)(C)[C@@H]5CC[C@]43C)[C@@H]12 the results were SK-MEL-5 52, M14 76, A549/ATCC 71, CCRF-CEM 89, EKVX 71, LOX IMVI 84, HOP-62 85 and HOP-92 75.
Screening COc1ccc(-n2c(SCC(=O)NNC(=S)NC(=O)c3ccccc3)nc3cc(OC)c(OC)cc3c2=O)cc1 returned SK-MEL-5 73, M14 72, A549/ATCC 97, CCRF-CEM 53, EKVX 75, LOX IMVI 54, HOP-62 76 and HOP-92 89.
`O=[N+]([O-])c1ccc(N2CCCCC2)cc1` gave SK-MEL-5 95, M14 108, A549/ATCC 92, CCRF-CEM 95, EKVX 89, LOX IMVI 99, HOP-62 108 and HOP-92 88.
Screening Cc1ccc(-c2cc(C(=O)OCc3ccc(Br)cc3)nn2-c2ccc(S(C)(=O)=O)cc2)cc1 returned SK-MEL-5 98, M14 109, A549/ATCC 100, CCRF-CEM 89, EKVX 92, LOX IMVI 96, HOP-62 103 and HOP-92 120.
Screening C#CCOc1ccc(C(Nc2cc(C)cc(C)c2)c2nnnn2C2CCCCC2)cc1 (stereo not drawn) returned SK-MEL-5 92, M14 93, A549/ATCC 85, CCRF-CEM 88, EKVX 71, LOX IMVI 87, HOP-62 95 and HOP-92 80.
For COc1ccc(/C=C2\N=C3N(NC4(CCCc5ccccc54)N3c3ccccc3)C2=O)cc1 (stereo not drawn) the results were SK-MEL-5 98, M14 98, A549/ATCC 107, CCRF-CEM 97, EKVX 82, LOX IMVI 95, HOP-62 85 and HOP-92 89.
`c1cncc(CNc2ccccc2-c2nnc(Nc3ccc4c(c3)OCO4)o2)c1` gave SK-MEL-5 -4.2*, M14 9.1*, A549/ATCC 20, CCRF-CEM 19, EKVX 35, LOX IMVI 8.3* and HOP-62 27.
Cc1ccc(S(=O)(=O)NC(CCC(=O)NC(N)=O)C(=O)NC(N)=O)cc1 (stereo not drawn) was read as SK-MEL-5 96, M14 100, A549/ATCC 95, CCRF-CEM 103, LOX IMVI 85, HOP-62 85 and HOP-92 92.
For CCCCCc1ccc(S(=O)(=O)Nc2cccc(-c3csc(NC(=O)CN4CCN(CCO)CC4)n3)c2)cc1 the results were SK-MEL-5 52, A549/ATCC 79, CCRF-CEM 54, EKVX 81, LOX IMVI -46*, HOP-62 93 and HOP-92 59.
`O=C(NCCCNc1nccc(-c2c(-c3cccc(F)c3)nc3sccn23)n1)c1ccc(C(F)(F)F)cc1` gave SK-MEL-5 75, M14 83, A549/ATCC 69, CCRF-CEM 89, EKVX 72, LOX IMVI 83, HOP-62 124 and HOP-92 94.
For Nc1ccc(OCCOc2ccc([N+](=O)[O-])cc2)cc1 the results were SK-MEL-5 106, M14 102, A549/ATCC 104, CCRF-CEM 89, EKVX 108 and HOP-62 100.
For C/C(=N\NC(=S)Nc1cccc(Cl)c1Cl)c1sc(Nc2ccccc2)nc1C the results were SK-MEL-5 101, M14 100, A549/ATCC 95, CCRF-CEM 107, EKVX 91, LOX IMVI 93, HOP-62 94 and HOP-92 116.
`O=C1N(Cl)C2C(N1Cl)N(Cl)C(=O)N2Cl` (stereo not drawn) gave SK-MEL-5 113, M14 96, A549/ATCC 103, CCRF-CEM 97, EKVX 110, LOX IMVI 101, HOP-62 98 and HOP-92 99.
Cc1ccc(I)c([N+](=O)[O-])c1 was read as SK-MEL-5 99, M14 98, A549/ATCC 117, CCRF-CEM 98, LOX IMVI 99 and HOP-62 110.
`Cc1ccc2nc(-c3ccc(C(=O)N/N=C/c4ccc([N+](=O)[O-])cc4)cc3)[nH]c2c1` gave SK-MEL-5 98, M14 102, A549/ATCC 106, CCRF-CEM 95, EKVX 108, LOX IMVI 99, HOP-62 108 and HOP-92 92.
`COc1cc(-c2nnc(CNc3ccc(F)c(Cl)c3)o2)cc(OC)c1OC` gave SK-MEL-5 102, M14 97, A549/ATCC 94, CCRF-CEM 98, EKVX 99, LOX IMVI 95, HOP-62 88 and HOP-92 101.
Screening CC(=O)Nc1ccc(-c2cc3cnc4ccccc4c3oc2=O)cc1 returned SK-MEL-5 105, M14 105, A549/ATCC 101, CCRF-CEM 94, EKVX 99, LOX IMVI 103, HOP-62 107 and HOP-92 105.

By substructure, those above with a COOH group
For O=C(CN1CCN(c2cc3c(cc2F)c(=O)c(C(=O)O)cn3C2CC2)CC1)N/N=C/c1cccs1 the results were SK-MEL-5 94, M14 98, A549/ATCC 92, CCRF-CEM 100, EKVX 106, LOX IMVI 72, HOP-62 95 and HOP-92 90.
For O=C(O)CNCc1ccccc1 the results were SK-MEL-5 102, M14 99, A549/ATCC 104, CCRF-CEM 105, EKVX 103, LOX IMVI 95, HOP-62 101 and HOP-92 99.
Screening COc1ccc(/C=C/C(C)=N/OCC(=O)O)cc1 returned SK-MEL-5 101, M14 100, A549/ATCC 102, CCRF-CEM 96, LOX IMVI 97 and HOP-62 105.
Screening O=C(O)c1cn(C2CC2)c2cc(N3CCN(C(=O)CCCN4C(=O)S/C(=C/c5ccc(F)cc5)C4=O)CC3)c(F)cc2c1=O returned SK-MEL-5 94, M14 95, A549/ATCC 90, CCRF-CEM 96, EKVX 103, LOX IMVI 49, HOP-62 97 and HOP-92 94.
`CC1(C)CC[C@]2(C(=O)O)CC[C@]3(C)C(=CCC4[C@@]5(C)C[C@@H](O)[C@@H]6OC(c7ccccc7Br)OC[C@@]6(C)C5CC[C@]43C)C2C1` (stereo partly drawn) gave SK-MEL-5 7.0*, M14 32, A549/ATCC 17, CCRF-CEM 13, EKVX 18, LOX IMVI 13, HOP-62 30 and HOP-92 -1.5*.
